Bioassay records (PubChem)
AMPAR-TARP mod: modulators of AMPA receptor GluA2-stargazin complexes | O88602+P19491 | HEK293 GluA2+stargazin, membrane potential dye (FDSS), glutamate EC50; hits were called plate by plate, in both directions | calls only at 30 µM | 40,000 tested, 3.5% active | AID 1259245;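 active = any of four per-well response measures lying three or more SD from its plate-wide compound average, in either direction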
Target sequence (O88602 whole entry, looked up): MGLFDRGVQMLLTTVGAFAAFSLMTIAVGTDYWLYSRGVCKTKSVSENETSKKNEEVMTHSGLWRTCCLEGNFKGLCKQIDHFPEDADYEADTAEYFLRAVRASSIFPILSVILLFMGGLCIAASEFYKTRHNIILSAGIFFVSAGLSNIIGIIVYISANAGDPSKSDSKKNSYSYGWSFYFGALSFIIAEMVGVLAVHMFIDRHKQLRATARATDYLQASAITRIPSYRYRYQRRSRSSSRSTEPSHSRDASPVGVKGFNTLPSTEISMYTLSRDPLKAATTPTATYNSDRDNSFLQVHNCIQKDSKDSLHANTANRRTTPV
Target sequence (P19491 whole entry, looked up): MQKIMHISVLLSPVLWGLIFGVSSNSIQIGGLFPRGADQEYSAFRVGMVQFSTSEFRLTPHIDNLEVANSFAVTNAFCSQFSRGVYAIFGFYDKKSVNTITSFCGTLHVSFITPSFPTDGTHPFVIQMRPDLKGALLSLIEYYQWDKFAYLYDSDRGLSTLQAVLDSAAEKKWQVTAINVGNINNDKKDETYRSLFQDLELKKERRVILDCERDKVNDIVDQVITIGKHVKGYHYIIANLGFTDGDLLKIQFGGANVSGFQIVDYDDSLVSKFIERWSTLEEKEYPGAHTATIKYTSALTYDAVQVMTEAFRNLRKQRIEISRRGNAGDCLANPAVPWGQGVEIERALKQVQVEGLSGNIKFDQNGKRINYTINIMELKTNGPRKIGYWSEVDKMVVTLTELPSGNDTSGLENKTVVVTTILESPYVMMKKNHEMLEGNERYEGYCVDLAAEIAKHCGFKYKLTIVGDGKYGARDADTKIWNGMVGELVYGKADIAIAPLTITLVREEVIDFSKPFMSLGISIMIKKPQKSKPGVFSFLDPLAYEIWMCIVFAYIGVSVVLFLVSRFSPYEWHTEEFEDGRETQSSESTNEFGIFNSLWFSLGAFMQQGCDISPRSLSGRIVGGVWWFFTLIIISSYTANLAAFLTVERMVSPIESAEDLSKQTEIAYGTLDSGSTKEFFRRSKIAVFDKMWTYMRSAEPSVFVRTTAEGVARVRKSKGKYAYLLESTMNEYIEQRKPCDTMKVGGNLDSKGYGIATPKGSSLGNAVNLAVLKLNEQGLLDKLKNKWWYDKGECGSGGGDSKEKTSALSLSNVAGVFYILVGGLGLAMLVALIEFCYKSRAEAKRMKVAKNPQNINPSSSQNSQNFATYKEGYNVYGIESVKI
AMPAR-TARP mod agonism max-min: second read-out of AMPAR-TARP mod, no call of its own (marks repeat the call); compound max-min signal; compound-alone response (agonism);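 unitless range of fluorescence divided by baseline over first 100 seconds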
AMPAR-TARP mod glutamate slope: also measured in AMPAR-TARP mod; calls as there; glutamate slope, % of max; measured here: glutamate response slope, % max;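 scaled per plate between vehicle wells and maximal 1 mM glutamate control wells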
* marks the source's active call; other numbers are inactive results; i = inactive; & = joins results of further samples. Only part of the results is shown; count on the stated rates, not on these rows.

SMILES	AMPAR-TARP mod	AMPAR-TARP mod agonism max-min	AMPAR-TARP mod glutamate slope
CC(C)(C)c1ccc(C(=O)NCCCN2CCOC(c3ccccc3)C2)cc1 (stereo not drawn)	i	0.089	50
Cc1nnc2ccc(N3CCN(S(=O)(=O)c4ccccc4C(F)(F)F)CC3)nn12	i	0.099	32
O=C(CCSc1ccccc1)NCC1CCN(c2ncccn2)CC1	i	0.12	56
COc1ccc(C(=O)Nc2ccc(N3CCN(C)CC3)cc2)cc1Cl	i	0.059	45
COc1cccc(-n2nnnc2SCC(=O)Nc2ccccc2F)c1	i	0.09&0.052	45&102
CCOC(=O)C1CCN(C(=O)Cc2csc(Nc3cccc(Cl)c3)n2)CC1	i	0.19	34
Cc1cc(=O)oc2cc(OCc3ccc(F)cc3)ccc12	i	0.092	64
CCC(CO)NC(=O)C(=O)NCc1cccs1 (stereo not drawn)	i	0.079	68
COCCn1cnc2c(-c3ccccc3)cn(CC(=O)Nc3cccc(C#N)c3)c2c1=O	i	0.058	37
CCc1nnc2ccc(N3CCN(C(=O)Nc4ccc(C(F)(F)F)cc4)CC3)nn12	i	0.095	40
CCc1nnc(NC(=O)CCN2C(=O)c3ccccc3C2=O)s1	i	0.1	63
Cc1cccc(-n2nc3c(c2NC(=O)C(=O)NCCC2=CCCCC2)CS(=O)(=O)C3)c1	i	0.066	100
CCCc1cc(=O)n(CC(=O)Nc2cc(OC)ccc2OC)cn1	i	0.075	63
COc1ccc(NC(=O)CC2=NS(=O)(=O)c3ccccc3N2)c(OC)c1	i	0.11	61
O=S(=O)(c1ccc(Br)cc1)N1CCCN(S(=O)(=O)c2ccc(Br)cc2)CC1	i	0.11	72
CCOC(=O)C1=C(C)Nc2ncnn2C1c1ccc(I)cc1 (stereo not drawn)	i	0.041	44
O=C(Cc1csc(Nc2ccccc2)n1)NC1CCN(Cc2ccccc2)CC1	i	0.08	59
COc1ccc(CC(=O)NCC2CCN(C(=O)c3cc4ccccc4o3)CC2)cc1OC	i	0.037	35
O=S(=O)(c1cccs1)N1CCCCC1	i	0.077	74
Cc1nn2c(N3CCN(CCO)CC3)c3c(nc2c1-c1ccccc1)CCCC3	i	0.16	49
Cn1nc(CNC(=O)c2cnc3ccccc3n2)c2ccccc2c1=O	i	0.12	56
CCOC(=O)Cc1csc(NC(=O)c2ccc(=O)n(Cc3c(F)cccc3Cl)c2)n1	i	0.092	60
O=C(CN1C(=O)c2ccccc2S1(=O)=O)Nc1ccc(Br)cc1	i	0.13	43
CCN(CC)c1ccc(NC(=O)CSc2nnc(N)s2)cc1C	i	0.047	49
COc1ccc(S(=O)(=O)CCC(=O)Nc2nc(-c3ccccc3)cs2)cc1	i	0.07	68
O=C(NC1(c2nc(-c3ccsc3)no2)CCCCC1)C1COc2ccccc2O1 (stereo not drawn)	i	0.09	52
COc1ccc(NC(=O)C(C)N2C(=O)c3ccccc3S2(=O)=O)c(OC)c1 (stereo not drawn)	i	0.094	55
Cc1ccc(Cl)cc1S(=O)(=O)N1CC2CC1C(=O)O2 (stereo not drawn)	i	0.11	77
CCOc1ccc(C(=O)Nc2ccc3c(c2)CCCN3C(C)=O)cc1	i	0.08	106
Cc1cccc(-c2noc(Cn3c(=O)n(-c4ccccc4)c(=O)c4sccc43)n2)c1	i	0.039	41
CCCOc1cn(-c2ccc(F)cc2)nc1C(=O)NCc1ccc(F)cc1	i	0.073	57
O=C(NCC1CC(=O)N(Cc2ccccc2)C1)C1CCCCC1 (stereo not drawn)	i	0.027	68
CCOc1ccc(-c2ccc(=O)n(CCNC(=O)Nc3cc(Cl)ccc3OC)n2)cc1	i	0.092	43
COc1cccc(OCC(=O)Nc2ccc(-n3nnn(CC(N)=O)c3=O)cc2)c1	i	0.12	79
O=C(CCCn1nc(-c2ccc(F)cc2)ccc1=O)NC1CCCCC1	i	0.035	26
CN1CCOc2ccc(NS(=O)(=O)CCN3C(=O)CCCC3=O)cc2C1=O	i	0.08	46
Cc1ccc([N+](=O)[O-])cc1NC(=O)C(=O)NCc1ccccn1	i	0.17	83
CCOC(=O)N1CCN(C(=O)CSc2nnc(-c3cn(CC)nc3OCC)n2CC)CC1	i	0.046	33
CC(=O)Nc1ccc(S(=O)(=O)N2CCN(C(=O)N3CCCC3)CC2)cc1	i	0.042	51
Cc1ccc(NC(=O)c2cc(-c3ccco3)nc3c2c(C)nn3C2CCS(=O)(=O)C2)cc1Cl (stereo not drawn)	i	0.05	35
COC(=O)c1sccc1S(=O)(=O)N(CC(=O)Nc1ccccc1Cl)c1ccccc1	i	0.055	52
COc1cccc(NC(=O)CSc2nnc(-c3ccc(=O)n(C)c3)n2C)c1	i	0.094	65
CC(=O)Nc1ccc(C(=O)NCCNC(=O)Cc2cccs2)cc1	i	0.075	46
Cn1c(-c2ccccc2)nn(CCNC(=O)c2cc3ccccc3o2)c1=O	i	0.14	60
O=C(Cc1csc(Nc2ccccc2)n1)NCC1CCCCC1	i	0.12	55
Cc1ccc(S(=O)(=O)N2CCC(C(=O)Nc3sc4c(c3C#N)CCC4)CC2)cc1	i	0.084	48
Cc1ccc2nc3c(cc(C(=O)Nc4ccccc4)n3C)c(=O)n2c1	i	0.16	58
COc1ccccc1NC(=O)c1nnn(-c2ccc(F)cc2)c1N	i	0.16	52
COc1ccc(CCNC(=O)CSc2ccc(NC(=O)C3CC3)nn2)cc1OC	i	0.088	52
CCNc1nc(C)c([N+](=O)[O-])c(N2CCCCC2)n1	i	0.093	69
COCC(=O)NNC(=O)c1cccn(Cc2ccc(Cl)c(Cl)c2)c1=O	i	0.066	48
COc1ccc(NC(=O)c2nn(-c3ccc(F)cc3)cc2OC)cc1	i	0.12	60
O=C(C1CCCN(c2ccc(-n3cccn3)nn2)C1)N1CCN(c2cccc(C(F)(F)F)c2)CC1 (stereo not drawn)	i	0.09	61
CCOc1nn(CC)cc1-c1nnc(SCc2ccccc2F)n1CC	i	0.03	32
CCn1c(-n2nc(C)cc2C)nc2c1c(=O)n(CCOC)c(=O)n2C	i	0.076	50
COc1ccc(S(=O)(=O)CC(=O)Nc2nc(-c3nc4ccccc4s3)cs2)cc1	i	0.029	41
COc1ccc(OC)c(/C=N\Nc2nnc3c(n2)[nH]c2c(C)cccc23)c1	i	0.15	79
Cc1nnsc1C(=O)N1CCC(c2nnc(C(C)C)o2)CC1	i	0.1	55
COc1cccc(C(=O)N2CCN(c3ccc(Nc4ccccn4)nn3)CC2)c1OC	i	0.32	46
CN(C)S(=O)(=O)c1ccc(/C(O)=C2/C(=O)C(=O)N(CCCN3CCOCC3)C2c2cccc(Br)c2)cc1 (stereo not drawn)	i	0.072	3
The listing continues.
SMILES	AMPAR-TARP mod	AMPAR-TARP mod agonism max-min	AMPAR-TARP mod glutamate slope
Cc1ccc(C)c(S(=O)(=O)NCCNc2cc(-n3ccnc3C)ncn2)c1	i	0.083	54
COC(=O)c1sccc1S(=O)(=O)Nc1ccc(F)c(Cl)c1	i	0.088	60
CS(=O)(=O)c1ccc(CC(=O)Nc2ncc(S(=O)(=O)c3ccc([N+](=O)[O-])cc3)s2)cc1	i	0.1	60
O=C(Nc1cc(-c2cccs2)nn1CCO)C1CCC1	i	0.11	62
Cc1ccc(OCc2ccc(C(=O)Nc3ccccc3C)o2)cc1	i	0.082	60
COc1ccc(Cl)cc1NC(=O)NCCCn1nc(-c2ccc(C)cc2)ccc1=O	i	0.13	53
CCCNC(=O)C(=O)Nc1ccc2c(c1)OCCO2	i	0.054	42
COc1cccc(C(CNC(=O)c2cccc(Cl)c2)N2CCOCC2)c1 (stereo not drawn)	i	0.041	47
O=C(Nc1cccc(N2CCCC2=O)c1)c1ccc(Br)o1	i	0.11	54
Cn1c(=O)n(CC(=O)O)c(=O)c2c1nc1n2CCCN1c1ccccc1	i	0.11	66
CC(C)CN(CC(C)C)C(=O)c1cc2cccnc2n(Cc2ccc(F)cc2)c1=O	i	0.086	56
COc1ccc(C)cc1S(=O)(=O)NCCCn1nc(-c2ccco2)ccc1=O	i	0.09	64
Cc1c(C(=O)NCc2cccnc2)nnn1-c1ccccc1	i	0.096	62
Cc1cc(=O)[nH]c(-n2nc(C)c(CCC(=O)Nc3cccc(Cl)c3C)c2C)n1	i	0.11	57
COc1ccc(C2(CNC(=O)NCc3ccccc3)CCCC2)cc1	i	0.071	61
Cc1nc2sccn2c(=O)c1NC(=O)NCc1ccccc1	i	0.1	58
COc1cccc(CNC(=O)C(=O)Nc2ccc([N+](=O)[O-])cc2)c1	i	0.099	75
CN1C(=O)c2cccc(NC(=O)C3CCCN(S(C)(=O)=O)C3)c2C1=O (stereo not drawn)	i	0.15	44
Cc1ccc(Cn2c(C3CC(=O)N(Cc4ccc(F)cc4)C3)nc3ccccc32)cc1 (stereo not drawn)	i	0.045	65
O=C(NCC1COC2(CCCCC2)O1)NC1CCCCC1 (stereo not drawn)	i	0.093	92
CCOC(=O)Cc1csc(NC(=O)Cn2cnc(-c3ccccc3)cc2=O)n1	i	0.081	47
CC1SC(=N)N(c2ncc(Cc3ccc(Cl)cc3)s2)C1=O (stereo not drawn)	i	0.12	56
COc1cccc(-c2cc(C(=O)N3CCC(c4nnc(-c5ccco5)s4)CC3)[nH]n2)c1	i	0.076	67
COc1ccc(N(Cc2cccc(Cl)c2)S(=O)(=O)c2ccc3nncn3c2)cc1	i	0.097	61
CCOC(=O)CN1C(=O)C(O)(c2c[nH]c3ccccc23)c2ccccc21 (stereo not drawn)	i	0.065	33
COc1ccc(OC)c(N2CCCn3c2nc2c3c(=O)n(CC(C)C)c(=O)n2C)c1	i	0.06	36
OC(COc1ccc(-c2ccccc2)cc1)CN1CCN(c2ccccn2)CC1 (stereo not drawn)	i	0.085	59
O=C(CCc1ccccc1)Nc1ccc(Nc2cc(-n3ccnc3)ncn2)cc1	i	0.12	57
Cc1noc(C2CN(C(=O)c3cc(-c4cccs4)[nH]n3)C2)n1	i	0.15	59
COc1ccc(C(=O)Nc2ccc(N3CCCCC3=O)cc2)cc1OC	i	0.076	48
COc1ccc(S(=O)(=O)N2CCCc3cc(NC(=O)c4ccc(C)c(C)c4)ccc32)cc1	i	0.12	67
COc1cc(-c2nnc(NC(=O)c3ccc(OC(C)C)cc3)o2)cc(OC)c1OC	i	0.19	63
CCCn1c(NCc2cc(Br)ccc2O)nc2ccccc21	i	0.097	37
CCOc1ccc(C(=O)Nc2ccc3c(c2)CCC(=O)N3CCC(C)C)cc1	i	0.1	54
Cc1nc(C)c(CC(=O)NCc2ccco2)s1	i	0.14	69
CCc1nnc(NC(=O)CCc2ccc(C)o2)s1	i	0.12	57
CCC(CC)C(=O)N1CCN(c2ncnc3c2nnn3-c2ccc(C)cc2)CC1	i	0.024	53
O=C(CCSc1ccccc1)Nc1ccc2c(c1)CCCN2C(=O)c1ccccc1	i	0.085	73
CCOc1cc(C(=O)Nc2c3c(nn2C)CCC3)cc(OCC)c1OCC	i	0.093	58
CC1=C(C(=O)Nc2cccc(C(F)(F)F)c2)C(c2cccc(Br)c2)C2=C(CCCC2=O)N1 (stereo not drawn)	i	0.11	45
COc1cccc(S(=O)(=O)NCc2ccc(C(=O)N3CCN(c4ccccc4F)CC3)cc2)c1	i	0.069	60
O=C(NCCOc1ccc2nnc(-c3cccc(F)c3)n2n1)c1cc(-c2ccco2)on1	i	0.11	45
COc1ccc(S(N)(=O)=O)cc1N(C)S(C)(=O)=O	i	0.11	64
O=C(CCc1csc(NC(=O)c2ccc[nH]c2=O)n1)NCc1ccc2c(c1)OCO2	i	0.19	60
COc1ccc(-c2ccc(N3CCN(C(=O)c4ccc(C)c(C)c4)CC3)nn2)cc1OC	i	0.026	37
CC(C)c1ccc(OCC(=O)Nc2cc(C(=O)N3CCCC3)cn(C)c2=O)cc1	i	0.075	55
O=C(Nc1nnc(-c2ccc(Br)s2)o1)c1cccs1	i	0.16	50
Cn1cccc1C(CNS(=O)(=O)c1ccccc1Cl)N1CCOCC1 (stereo not drawn)	i	0.075	52
COc1ccc(-n2nnc(C(=O)NC3CCCC3)c2C)cc1Cl	i	0.12	50
O=C(Nc1ccc(Br)cc1-c1nc2ccccc2[nH]c1=O)C(F)(F)F	i	0.09	61
